Assay outcomes deposited in PubChem by several laboratories.
RAM network inh = inhibitors of the yeast RAM network, primary screen, dse1pr::URA3 reporter, 5-FOA selection | S. cerevisiae dse1pr::URA3 reporter, 5-FOA growth OD615, 2 d; analog-sensitive cbk1-as2 kinase mutant strain | inhibition, % at 50 µM | 190,000 tested, 1.8% active | AID 868, 2007;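 active means inhibition above a set limit, 3 SD over mean compound inhibition, cut at about 8.4% in these data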;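 further: 0% = DMSO-only wells with no growth and 100% = 10 µM 1-NA-PP1 full growth; inhibition rescues growth on 5-FOA so higher OD means more RAM inhibition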
STAT1 inh = STAT1 signaling inhibitors, primary screen, cell-based, HTS, luciferase reporter; inhibition, % at 5.5 µM; NIH 3T3 STAT1-luciferase reporter, IFN-gamma, luminescence; 200,000 tested, 0.35% active; AID 920, 2007;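 active means inhibition above a set limit, the mean inhibition across all tested compounds plus 3 SD, cut at about 34% in these data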;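 further: 0% = IFN-gamma with DMSO and 100% = IFN-gamma with 300 µM nifuroxazide; values of inactives mirror those of a sister screen read the other way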
SRC2 TRFRET art = TR-FRET signal artefacts, primary screen, artefact control for PPARgamma SRC-2 agonist project, biochemical; TR-FRET artefact counter-screen; stronger effect = higher value; TR-FRET ratio at 8 µM; 200,000 tested, 0.4% active; in the data active means TR-FRET ratio above about 2000; further: inactives centre near 1500
PPARg SRC1 recr = PPARgamma agonists recruiting SRC-1 coactivator, primary screen, biochemical; PPARgamma-SRC-1 coactivator recruitment biochemical assay; activation, % at 8 µM; Peroxisome proliferator-activated receptor gamma (Homo sapiens), P37231; AID 631, 2007; 200,000 tested, 0.41% active; in the data active means activation above about 19%;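 further: 0% = DMSO and 100% = reference agonist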
Target sequence (P37231 whole entry, looked up): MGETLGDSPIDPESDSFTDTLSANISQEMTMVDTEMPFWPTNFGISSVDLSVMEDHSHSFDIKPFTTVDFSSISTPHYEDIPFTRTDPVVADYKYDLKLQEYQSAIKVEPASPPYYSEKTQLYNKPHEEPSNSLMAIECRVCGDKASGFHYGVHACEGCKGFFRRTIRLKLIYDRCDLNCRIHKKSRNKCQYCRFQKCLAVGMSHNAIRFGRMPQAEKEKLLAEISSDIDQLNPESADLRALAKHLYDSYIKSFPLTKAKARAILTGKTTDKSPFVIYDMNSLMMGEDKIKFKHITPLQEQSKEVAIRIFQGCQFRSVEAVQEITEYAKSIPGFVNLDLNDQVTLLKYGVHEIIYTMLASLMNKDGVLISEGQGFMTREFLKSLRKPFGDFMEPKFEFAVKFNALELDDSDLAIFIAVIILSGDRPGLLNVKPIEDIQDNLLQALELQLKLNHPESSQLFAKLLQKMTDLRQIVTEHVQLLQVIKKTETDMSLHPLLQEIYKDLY
TLR4-MyD88 BLA = inhibitors of TLR4-MyD88 association in cells, primary screen, cell-based, HeLa CL3-4, BLA complementation, FRET ratio; Toll-like receptor 4 (Homo sapiens) + Myeloid differentiation primary response protein …; HeLa CL3-4 TLR4/MyD88 BLA complementation; inhibition, % at 8.4 µM; 200,000 tested, 0.18% active; AID 861, 2007; in the data active means inhibition above about 25%;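 further: 0% = vehicle and 100% = reference inhibitor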
ROMK primary = ROMK potassium channel modulators, primary screen, cell-based, thallium flux, MLSMR library; 130,000 tested, 2% active; Tet-inducible ROMK, thallium flux fluorescence; actives lie on both sides; B-score at 10 µM; ATP-sensitive inward rectifier potassium channel 1 (Homo sapiens), P48048;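 active means signal ratio slope over the read window, or its plate-corrected B-score, at least 3 SD from the plate mean, either direction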;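 further: B-score of the F/F0 ratio slope over 7 to 12 s after thallium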
Target sequence (P48048 whole entry, looked up): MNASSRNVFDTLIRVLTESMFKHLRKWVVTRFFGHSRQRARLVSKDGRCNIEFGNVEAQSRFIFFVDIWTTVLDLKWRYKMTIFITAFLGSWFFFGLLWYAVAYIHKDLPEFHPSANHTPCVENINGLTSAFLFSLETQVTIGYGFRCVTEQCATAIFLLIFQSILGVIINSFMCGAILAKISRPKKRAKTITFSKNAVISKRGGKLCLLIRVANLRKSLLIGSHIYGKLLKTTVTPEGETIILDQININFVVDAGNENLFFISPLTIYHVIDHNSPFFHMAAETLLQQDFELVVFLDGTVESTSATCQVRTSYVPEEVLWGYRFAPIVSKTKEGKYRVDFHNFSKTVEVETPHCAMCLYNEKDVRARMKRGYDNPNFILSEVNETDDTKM
STAT3 blocker = IL-6 driven STAT3 reporter inhibitors, primary screen, U3A cells, luciferase, luminescence, MLSCN library; IL-6 STAT3-luciferase reporter; host cell line lacks STAT1; inhibition, % at 5.5 µM; 190,000 tested, 0.89% active; AID 862, 2007;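 active means inhibition above the mean inhibition across all screened compounds plus 3 SD, cut at about 44% in these data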;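 further: 0% = DMSO only wells and 100% = 100 µM nifuroxazide control wells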
PPARg SRC-2 ag = agonists of PPARg-SRC-2 recruitment, primary screen, biochemical, HTS | Peroxisome proliferator-activated receptor gamma (Homo sapiens), P37231 | activation, % at 8 µM | PPARgamma LBD-SRC-2 recruitment | 200,000 tested, 0.34% active; in the data active means activation above about 22%;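 further: 0% = vehicle and 100% = reference agonist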
S1P3 antagonist = S1P3 receptor antagonists, primary screen, cell-based. Sphingosine 1-phosphate receptor 3 (Homo sapiens), Q99500. CHO S1P3 NFAT-BLA reporter, FRET fluorescence, antagonist mode. inhibition, % at 4.98 µM. 170,000 tested, 0.27% active. AID 485, 2006;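 active means inhibition above the plate cutoff, the mean inhibition of test wells on that plate plus 3 SD, cut at about 28% in these data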;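 further: cells challenged with S1P at its EC80 of 0.8 µM; blue over green emission ratio from cleaved BLA substrate after 4 h stimulation; 0% = S1P-stimulated wells and 100% = unstimulated DMSO-only wells; some compounds past the cut are filed as inactive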
PPARg SRC-3 ag = PPARgamma agonists recruiting SRC-3 coactivator, primary screen, biochemical | Peroxisome proliferator-activated receptor gamma (Homo sapiens), P37231 | biochemical PPARgamma/SRC-3 coactivator recruitment assay | activation, % at 8 µM | 200,000 tested, 0.26% active | AID 731, 2007; in the data active means activation above about 23%;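 further: 0% = DMSO and 100% = reference agonist; some compounds past the cut are filed as inactive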
STAT3 act = IL-6 driven STAT3 reporter potentiators, primary screen, U3A cells, luciferase, luminescence, MLSCN library. AID 871, 2007. 190,000 tested, 0.91% active. IL-6 STAT3-luciferase reporter; 100% = signal with IL-6 EC80 alone. activation (% of control), % at 5.6 µM;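 active means activation above the screen-wide mean of compound activation plus 3 SD, cut at about 130% in these data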;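 further: 0% = background luminescence of wells with medium and substrate only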
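Material: STAT3-luciferase reporter U3A cells. Controls: IL-6-treated wells, 100% activation. Read-out: % activation versus median of IL-6-stimulated wells. Probe or stimulus: IL-6 stimulus at 33 ng/mL final. Timing: compound 1 h, then IL-6 6 h at 37 °C. Signal: reporter luminescence signal.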
* marks the source's active call; other numbers are inactive results; . = not tested or not shown; & = joins results of further samples. Compounds as they come; about 5.6% have a hit in one of these screens.

SMILES	RAM network inh	STAT1 inh	SRC2 TRFRET art	PPARg SRC1 recr	TLR4-MyD88 BLA	ROMK primary	STAT3 blocker	PPARg SRC-2 ag	S1P3 antagonist	PPARg SRC-3 ag	STAT3 act
COc1ccc(/C(C)=N/NC(=O)C2CC2)cc1	1.0	-6	1471	-5	-1	0.61	1	-1	-1	-6	103
C=CCN1C(=O)C2C3C=CC(C2C1=O)C1C2C(=O)N(CC=C)C(=O)C2C31 (stereo not drawn)	0.1	-6	1433	-3	6	0.58	7	0	-18	4	96
CC(=O)Nc1ccc(S(=O)(=O)N2CCN(c3cc(C)nc4ccccc34)CC2)cc1	1.1	3	1336	-8	-4	.	5	-1	-24	2	99
Cc1cccc2c(=O)cc(C)n(Cc3ccccc3)c12	1.7	0	1454	0	-4	0.099	13	4	-4	5	91
O=C(NCC1CCCCC1)C1CCCN(C(=O)NC2CCCCC2)C1 (stereo not drawn)	2.7	-7	1673	12	5	0.17	8	7	-22	0	95
CC(C)CC(=O)Nc1nnc(SCC(=O)NCc2ccco2)s1	0.2	-5	1549	5	-11	.	0	0	-9	-4	95
CCOC(=O)c1cc(NC(=O)N2CCCCC2)c(C)nc1C	1.3	-5	1618	4	17	0.84	10	7	.	-8	94
Cc1ccc(NC(=O)CCC(=O)c2cccs2)cc1	0.3	-11	1498	5	-5	0.67	3	2	.	0	99
NC(=O)Cn1c(-c2nonc2N)nc2ccccc21	2.0	8	1648	-2	-16	-0.55	15	2	-27	3	94
CCOC(=O)c1nn(-c2ccc(Cl)cc2)c2nc(Nc3ccccc3)cc(=O)n12	0.9	7	1774	-1	4	-0.49	14	8	.	6	93
COc1cc(-c2nc(Cc3c(F)cccc3Cl)no2)cc(OC)c1OC	.	-1	1478	2	10	.	7	-1	4	17	100
Cc1ccc(Sc2ccc(CN3CCCCC3)cc2[N+](=O)[O-])cc1	-0.1	11	1710	12	4	-0.32	20	7	7	6	92
C=CCOC(=O)C1=C(C)Nc2nnnn2C1c1cccc(OC)c1OC (stereo not drawn)	3.4	6	1690	4	12	.	8	9	-11	-2	99
CCOC(=O)C1(C)NC(c2ccc(OC)cc2OC)C2C(=O)N(c3cccc(OC)c3)C(=O)C21 (stereo not drawn)	-0.3	-2	1546	-4	7	.	4	0	-15	5	102
COC(=O)c1c(NC(=O)c2ccc(N(C)S(=O)(=O)c3ccc(C)cc3)cc2)sc2c1CCCC2	4.3	11	1658	-4	8	0.037	-3	17	-11	4	100
COc1c(C)cc(Br)cc1C(=O)Nc1cccc(NC(=O)c2ccco2)c1	7.0	0	1505	-3	3	.	28	0	6	8	80
CCCn1c(SCC(=O)N2CC(=O)Nc3ccccc32)nc2ccccc21	0.4	4	1377	-4	4	.	6	-6	-6	2	92
O=C(NC1CC1)C1CCCN(C(=O)NC2CCCCC2)C1 (stereo not drawn)	-0.2	-15	1413	10	6	0.036	19	9	7	5	89
Cc1ccnc(NC(=O)CCC(=O)N(CC(=O)NCc2ccccc2)Cc2cccs2)c1	1.8	5	1576	14	-6	-0.18	-1	0	-12	4	102
Cc1cc(C)c2c(=O)[nH]c(SCc3ccccc3)nc2n1	1.9	2	1504	-3	12	-0.014	3	1	6	4	101
CC(NC(=O)Nc1ncccn1)(C(F)(F)F)C(F)(F)F	1.3	-10	1544	-7	-11	-0.065	2	-2	.	-11	105
Cc1ccc(C(=O)N/N=C\c2cccn2C)cn1	0.8	-6	1698	-5	-6	.	20	12	.	9	92
COc1ccc(Cl)cc1NC(=S)Nc1ccccc1F	0.9	11	1388	2	-6	0.23	6	-1	22	-1	96
COCCCN(CC(=O)O)S(=O)(=O)c1cccc(Cl)c1	1.3	-1	1452	3	2	0.0019	-4	2	-1	-1	106
N#C/C(=C\c1ccc(OC(=O)c2ccc(Br)s2)cc1)c1nc2ccccc2[nH]1	0.5	-15	1540	-4	-13	-0.22	-10	-6	0	6	108
CC1CCCN(S(=O)(=O)c2coc(C(N)=O)c2)C1 (stereo not drawn)	-1.5	-1	1728	8	4	.	1	3	-14	11	104
CCNc1nnc(-c2ccncc2)s1	0.5	11	1636	7	-3	.	13	11	.	4	92
CCc1ccc(-c2nn(-c3cc(Cl)ccc3[N+](=O)[O-])c(=O)c3ccccc23)cc1	1.6	-9	1577	3	-17	-0.69	8	2	.	-7	99
O=C(CCCn1cc([N+](=O)[O-])cn1)NC1CCCCCC1	0.5	5	1547	10	-9	-0.048	13	9	-1	3	96
O=S(=O)(/N=C(/c1ccccc1)N1CCCCC1)c1ccccc1	-1.0	-5	1573	1	6	.	-4	2	3	1	103
Cc1ccccc1NC(=O)CCC(=O)N/N=C/c1ccc(F)cc1	0.9	-5	1426	4	-10	.	8	0	4	1	97
Cc1cccc(NC(=S)N/N=C2\CC(C)(C)Oc3ccc(O)cc32)c1	5.0	3	1451	-6	3	.	-7	7	-4	2	102
O=C(COC(=O)C1CC2C=CC1C2)Nc1cccc(S(=O)(=O)N2CCCCCC2)c1 (stereo not drawn)	6.6	-1	1387	5	-10	-0.86	31	4	-3	10	76
CCC(/C=N/Nc1ccc(S(=O)(=O)N2CCCC2)cc1[N+](=O)[O-])CC	5.0	-2	1501	0	-12	0.08	-7	-5	-6	0	110
COc1ccc(OC)c(NC(=S)NCc2cccnc2)c1	1.5	4	1651	7	0	0.087	-4	6	-6	-3	107
COc1ccc(CCNC(=O)Cn2c(=O)n(CCCC(=O)NCc3ccco3)c(=O)c3sccc32)cc1OC	0.1	-2	1455	-5	-4	0.1	4	-9	3	-3	98
O=C1CC(SC2=NCCS2)C(=O)N1c1cccc(Cl)c1Cl (stereo not drawn)	0.0	2	1364	-11	3	-0.029	8	-11	-19	-4	103
COc1ccc(/C=C2\SC(=O)N(CCNC(=O)C3CC(=O)N(c4ccccc4)C3)C2=O)cc1 (stereo not drawn)	3.2	-14	1382	1	-3	.	-8	0	.	-12	112
O=C1c2ccccc2S(=O)(=O)N1CC(O)COc1ccc(Br)cc1 (stereo not drawn)	0.5	-9	1444	3	1	.	6	2	-41	-13	98
COc1ccc(CCNC(=O)CSc2nc3[nH]ncc3c(=O)n2-c2ccccc2OC)cc1OC	0.4	3	1486	0	-4	0.06	3	-5	3	-3	102

Ordered by molar mass (smallest number first): part of the list above
SMILES	RAM network inh	STAT1 inh	SRC2 TRFRET art	PPARg SRC1 recr	TLR4-MyD88 BLA	ROMK primary	STAT3 blocker	PPARg SRC-2 ag	S1P3 antagonist	PPARg SRC-3 ag	STAT3 act
CCNc1nnc(-c2ccncc2)s1	0.5	11	1636	7	-3	.	13	11	.	4	92
Cc1ccc(C(=O)N/N=C\c2cccn2C)cn1	0.8	-6	1698	-5	-6	.	20	12	.	9	92
NC(=O)Cn1c(-c2nonc2N)nc2ccccc21	2.0	8	1648	-2	-16	-0.55	15	2	-27	3	94
Cc1cccc2c(=O)cc(C)n(Cc3ccccc3)c12	1.7	0	1454	0	-4	0.099	13	4	-4	5	91
O=S(=O)(/N=C(/c1ccccc1)N1CCCCC1)c1ccccc1	-1.0	-5	1573	1	6	.	-4	2	3	1	103
O=C1CC(SC2=NCCS2)C(=O)N1c1cccc(Cl)c1Cl (stereo not drawn)	0.0	2	1364	-11	3	-0.029	8	-11	-19	-4	103
COc1c(C)cc(Br)cc1C(=O)Nc1cccc(NC(=O)c2ccco2)c1	7.0	0	1505	-3	3	.	28	0	6	8	80
Cc1ccnc(NC(=O)CCC(=O)N(CC(=O)NCc2ccccc2)Cc2cccs2)c1	1.8	5	1576	14	-6	-0.18	-1	0	-12	4	102
COc1ccc(CCNC(=O)CSc2nc3[nH]ncc3c(=O)n2-c2ccccc2OC)cc1OC	0.4	3	1486	0	-4	0.06	3	-5	3	-3	102

(further entries)
SMILES	RAM network inh	STAT1 inh	SRC2 TRFRET art	PPARg SRC1 recr	TLR4-MyD88 BLA	ROMK primary	STAT3 blocker	PPARg SRC-2 ag	S1P3 antagonist	PPARg SRC-3 ag	STAT3 act
O=C(CSc1nnc(C2CC2)n1Cc1ccccc1)Nc1cccnc1Cl	3.0	2	1294	0	3	0.022	10	-14	-12	0	98
CC(=O)N1CCC2(CC1)C/C(=N\NC(=S)Nc1ccccc1C)c1cc(O)ccc1O2	0.4	-3	1577	11	7	0.021	3	7	6	7	101
O=C(NCc1ccco1)Nc1ccc([N+](=O)[O-])cc1	-0.1	-1	1581	5	3	-0.5	19	2	-6&1	0	88
Cc1ccc(-n2nc(C)c3c(=O)[nH]c(C(F)(F)F)nc32)cc1	1.5	0	1416	0	-7	-0.41	-3	5	-13	-2	101
S=c1[nH]nc(COc2ccccc2)n1/N=C/c1ccccn1	3.9	6	1773	3	12	0.3	4	8	-2	-1	96
O=C(N/N=C/c1cccc(Oc2ccccc2)c1)c1ccccc1Br	-0.8	-2	1526	0	-3	0.37	11	0	.	-2	97
Cc1nc(SCn2nnc3ccccc3c2=O)nc(C)c1C	0.0	3	1476	9	5	.	7	-4	-28	-2	100
COc1ccccc1NC(=O)Cn1c(=O)n2nc(C)nc2c2ccccc21	2.0	-8	1388	1	-4	.	-1	-1	-9	4	108
Cc1csc(=Nc2ccccc2)n1CCO	2.1	-1	1741	5	4	.	6	1	-8	-1	98
O=C(CSc1nnc2ccccn12)Nc1ccc2c(c1)OCO2	2.7	-18	1506	3	-3	0.085	8	8	-13	2	98
CC1C/C(=N\NC(=O)CCc2ccc(S(=O)(=O)N3CCOCC3)cc2)CC(C)(C)C1 (stereo not drawn)	-0.6	1	1598	3	1	0.28	-2	9	-12	6	103
Cc1cc(C)n(/N=C/c2cccs2)c(=O)c1C#N	0.8	10	1608	3	-14	-0.81	16	2	-3	-2	89
O=C(O)c1cccc(S(=O)(=O)NCCc2ccccc2)c1	-0.6	-9	1661	-4	0	-0.08	11	9	19	0	96
C=CCNc1nc(C)nc(OC)n1	2.5	-7	1531	3	6	0.5	-1	6	.	10	107
